# Autophagy mod – modulators of autophagy; MEF GFP-LC3 puncta imaging; test concentration mostly 10 µM; calls only at 10 µM (by protocol); 190,000 tested, 0.98% active; AID 463193;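 active = percentage of spot-positive cells more than 3 SD above its plate mean, without a fluorescence outlier flag or 80% toxicity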;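 note: spot-positive cell cutoff set from DMSO-treated cells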
# WT yeast gro inh – growth inhibition of WT yeast, mitochondrial fusion screen; mitochondrial fusion phenotypic screen, WT strain; inhibition, % at 10 µM; 190,000 tested, 2.1% active; AID 1362; in the data active = inhibition above about 58%; tested in S. cerevisiae
# West Nile virus CPE – inhibition of WNV-induced cytopathic effect – cell-based, CPE readout (AID 1621). 290,000 tested, 0.02% active. West Nile virus-infected cells, CPE inhibition; higher % means a stronger effect. one-dose CPE inhibition, % at 10 µM; IC50 in µM for titrated hits; in the data active = a potency from the dose series; note: strong numbers were not always called active
# Myeloid diff MLP – promotes myeloid progenitor differentiation. 360,000 tested, 1% active. AID 624256. ER-HoxA9 myeloid progenitors, lysozyme-GFP differentiation, flow cytometry. calls only at 10 µM;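 active = normalized GFP-positive differentiation at or above the plate's own cutoff, the solvent-only control mean plus 3 SD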;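 note: cells exposed to compound for four days before flow analysis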
# T cell HTS – modulates CD8 T cell binding to vesicles; 2C CD8+ T cell-vesicle binding, flow cytometry; stronger effect = lower value; calls only at 7 µM; 330,000 tested, 0.068% active; AID 2052;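 active = response, share of CD8 T cells binding vesicles, and their 90th percentile fluorescence all below set limits, cut at about 80% in these data, passing the limit was not always enough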
#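 Benchmarks: naked versus QL9-loaded vesicles / Assay system: purified 2C TCR transgenic mouse naive CD8+ T cells / Technique: high-throughput flow cytometry with anti-B7-1 and anti-CD8 staining / Timing: Cell–vesicle co-incubation 1.5 h at 37 °C, staining 20 min on ice / Read-out: percent CD8+ FL2 mean versus row control / Probe or stimulus: QL9-loaded Drosophila micro-vesicles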
# Hep lipid drop – hepatic lipid droplet formation modulation. inhibition, % at 6.5 µM. 240,000 tested, 0.4% active. AML12 mouse hepatocytes, oleate lipid droplets, BODIPY imaging;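 active = lipid droplet intensity inhibited by at least 50%, with more than 500 cells counted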
#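 Test system: AML12 hepatocytes (mouse); reagent: oleate loading, 100 µM; dosing: one dose, 6.5 µM compound; incubation: overnight exposure; signal: fluorescence imaging, 20x objective, two fields per well; read-out basis: % inhibition of corrected integrated BODIPY droplet signal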
# b-catenin transl – alters nuclear translocation of beta-catenin in HeLa cells; immunofluorescence imaging; nuclear translocation activity, % at 5 µM; 190,000 tested, 0.3% active;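 active = nuclear translocation activity above 50% at 5 µM, with a well cell count of 50 or more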;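 note: per-cell ratio of nuclear to cytoplasmic median beta-catenin stain intensity; plate controls were DMSO negative control for no effect and GSK-3 inhibitor IX positive control for full effect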
#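 Read-out: Nuclear/cytoplasmic beta-catenin signal ratio, % activation | Assay system: Human HeLa cell line | Times: 24 h compound exposure at 37°C, 5% CO2 | Signal: Fluorescence imaging of beta-catenin antibody stain plus DAPI | Dosing: 5 µM primary, 0.02–20 µM confirmation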
# Ins promoter up – MIN6 insulin promoter up-regulation. MIN6 insulin promoter-GFP reporter, high-content imaging; stronger effect = higher value. z-score at 5 µM. 190,000 tested, 0.3% active;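 active = z-score above 3 at 5 µM with at least 500 cells counted in the well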
# MT stabilize HCS – microtubule stabilization, imaging screen; % tubulin-high responders, % at 10 µM; AID 2205; 200,000 tested, 0.83% active; HeLa tubulin immunostaining HCS, 24 h; share of cells brighter than vehicle mean+2SD;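 active = plate Z-score above 3 for both tubulin-high and condensed-nucleus cell shares, with cell loss under 80%, at 10 µM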;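 note: anti alpha tubulin signal scored within the nucleus-defined area of each cell; some results filed as inactive read as strong as hits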
# WT yeast gro inh mutant strain – further read-out of WT yeast gro inh, marked with its call; inhibition, %; mitochondrial fusion phenotypic screen, mutant strain inhibition
# Ins promoter up cell count – also measured in Ins promoter up; calls as there; cell count; measured here: cytotoxicity, nuclei count;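 total cells summed across four imaged fields per well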
# Hep lipid drop cells 6.5 µM – further read-out of Hep lipid drop, marked with its call; cell count; measured here: cell count, cytotoxicity flag;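 cells counted across two imaged fields per well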
# b-catenin transl cell count 5 µM – further read-out of b-catenin transl, marked with its call; cell count; measured here: cell count, cytotoxicity flag
# T cell HTS vesicle-bound % – further read-out of T cell HTS, marked with its call; double positive events, %; measured here: CD8+ vesicle-bound cell fraction;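 binding gate set so that unloaded-vesicle control wells show 10% double positive cells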
# MT stabilize HCS Hoechst-high % – also measured in MT stabilize HCS; calls as there; % Hoechst-high responders; measured here: nuclear condensation Hoechst responders;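 share of cells brighter than vehicle mean plus two SD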
# MT stabilize HCS cytotoxicity % – also measured in MT stabilize HCS; calls as there; toxicity, %; measured here: cytotoxicity by cell density;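 0% = mean cell density of plate MIN control wells and 100% = no cells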
# Autophagy mod cell loss 18 h – second read-out of Autophagy mod, no call of its own (marks repeat the call); toxicity, %; measured here: cell loss, nuclei count;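 cell loss after 18 h compound exposure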
# Myeloid diff MLP GFP+ MAC1+ % – second read-out of Myeloid diff MLP, no call of its own (marks repeat the call); GFP+ MAC1+ double positive, %; measured here: differentiation confirmed by MAC1 staining
# The depositor's hits bear a star; i = inactive; . = not tested or not shown; + = active, no number.
SMILES,Autophagy mod,Autophagy mod cell loss 18 h,WT yeast gro inh,WT yeast gro inh mutant strain,West Nile virus CPE,Myeloid diff MLP,Myeloid diff MLP GFP+ MAC1+ %,T cell HTS,T cell HTS vesicle-bound %,Hep lipid drop,Hep lipid drop cells 6.5 µM,b-catenin transl,b-catenin transl cell count 5 µM,Ins promoter up,Ins promoter up cell count,MT stabilize HCS,MT stabilize HCS Hoechst-high %,MT stabilize HCS cytotoxicity %
O=C1OCCC1Sc1nc2cc(Cl)ccc2s1 (stereo not drawn),i,9,14,3,-0.2%,i,11,i,16,.,.,-0.4,536,-0.5,1553,1.8,1.4,3.1
COC(=O)c1sc(NC(=O)CSc2nnnn2-c2ccc(C)cc2C)nc1C,i,-5,-17,25,-0.2%,i,0.8,i,29,.,.,-5.2,862,0.01,1118,1.1,1.6,4.6
CC(C)(C)c1ccccc1OCC(=O)NCc1ccccc1,.,.,.,.,0.2%,i,0.6,i,50,-18,786,.,.,.,.,.,.,.
COc1ccc(-c2cc(=O)oc3c(C)c(OC(C)C(=O)Nc4ccc(CN5CCOCC5)cc4)ccc23)cc1 (stereo not drawn),.,.,.,.,0.1%,+,1.7*,i,12,-12,700,.,.,.,.,.,.,.
CC(C)(C)NC(=O)C(c1ccc(O)cc1)N(C(=O)CCC(=O)Nc1ccccn1)c1ccc(F)cc1 (stereo not drawn),.,.,.,.,-0.3%,i,1.6,i,48,-1,724,.,.,.,.,.,.,.
O=c1ccc2ccc(Oc3ccc(Cl)cc3[N+](=O)[O-])cc2o1,i,32,-10,-18,-0.1%,i,0.5,i,28,22,662,-0.2,1146,-0.28,1323,3.3,2.7,2.2
Cc1oc(/C=N/NS(=O)(=O)c2ccccc2)cc1Br,i,15,9,8,-1.6%,i,1.0,i,34,16,703,2.9,901,-0.07,1116,4.0,1.4,2.1
O=C(CNCCO)Nc1ccc(F)c(Cl)c1,i,6,-20,5,-0.2%,i,0.4,i,69,21,717,-0.2,1113,-0.77,1348,2.4,2.7,3.9
COc1cc(/C=N\NC(=O)c2ccc(-c3ccccc3)cc2)cc(OC)c1O,.,.,.,.,0.3%,i,2.1,i,11,-12,829,.,.,.,.,.,.,.
Cn1c(=O)c2c(nc(CN3CCCCC3)n2Cc2c(F)cccc2Cl)n(C)c1=O,i,2,7,-2,0.1%,i,4.3,i,44,-26,646,-1.6,1121,-0.33,1420,1.4,1.2,9.2
CC(=O)c1ccc(NC(=O)C2=CC(c3ccc4c(c3)OCO4)=NS(=O)(=O)N2C)cc1,.,.,.,.,-0.5%,i,1.5,i,7,7,636,.,.,.,.,.,.,.
Cc1ccc(-c2nnn(CCC(=O)NC3CCCC3)n2)cc1,i,-10,-7,-17,-0.9%,i,6.7,i,27,.,.,-2.0,600,0.48,1256,2.4,2.1,4.6
Cc1cc(NC(=O)CSc2nnc3c(C)cc4ccccc4n23)no1,i,9,10,-3,1.7%,i,2.0,i,16,.,.,-0.2,1236,0.52,1081,2.8,2.2,2.9
CC12CCC(C(=O)Nc3ccc(Cl)cc3)([C@H](Br)C1=O)C2(C)C (stereo partly drawn),.,.,.,.,-0.3%,i,0.2,i,36,1,779,1.3,1228,0.41,1040,.,.,.
CCCCn1c(N)c(N(Cc2ccccc2OC)C(=O)C(C)C)c(=O)[nH]c1=O,.,.,.,.,-0.1%,i,0.3,i,70,-2,695,.,.,.,.,.,.,.
O=C(NNC(=O)c1cccs1)c1ccco1,i,-23,-9,-9,0.1%,i,0.2,i,59,0,751,-4.0,981,-0.16,1605,3.1,1.0,13
Cc1ccc(C(=O)COC(=O)CCC(=O)Nc2ccccc2Cl)cc1[N+](=O)[O-],i,-1,-4,6,-0.3%,i,0.7,i,35,4,543,-1.9,1127,0.04,1322,2.3,2.5,10
CCN1CCN(c2cc(=O)n(-c3cc(Cl)ccc3C)c(=O)[nH]2)CC1,i,2,0,-7,-0.3%,i,6.1,i,19,.,.,0.9,1468,-0.14,1548,4.1,1.7,4.2
Cc1cccc(CN2C[C@]34CC[C@@H](C[C@@H]3S2(=O)=O)O4)c1,.,.,.,.,0.5%,i,1.3,i,64,-3,732,-0.4,1233,0.49,1081,.,.,.
Cc1ccc(C)c(N2C(=O)CC(Cc3ccc(Br)cc3)C2=O)c1 (stereo not drawn),.,.,.,.,-0.7%,i,0.4,i,62,-21,756,.,.,.,.,.,.,.
COC(=O)c1ccc(NC(=O)CSc2ccc(-c3ccccn3)nn2)cc1,.,.,.,.,0.2%,i,0.2,i,4,2,825,.,.,.,.,.,.,.
O=C(N/N=C/c1cn(-c2ccccc2)nc1-c1cccnc1)c1ccc(F)cc1,i,5,-5,13,-0.6%,i,0.1,i,28,17,752,0.0,1150,0.18,1254,2.5,3.6,7.0
COC(=O)C1C(=O)C2=C(CC1C)NC(C)=C(C(=O)OC1CCCC1)C2c1ccc(N(C)C)cc1 (stereo not drawn),i,-1,57,23,-0.3%,i,0.9,i,48,-5,854,2.9,1118,-0.65,1225,2.8,1.7,1.5
CS(=O)(=O)N1CCN(c2ccccc2NC(=O)c2ccc3c(c2)OCCO3)CC1,.,.,.,.,0.2%,i,0.3,i,24,-10,782,.,.,.,.,.,.,.
CCn1c(SCC(=O)NNC(=O)c2ccc(C)cc2)nnc1C(C)C,.,.,.,.,-0.1%,i,2.2,i,51,-19,847,.,.,.,.,.,.,.

# Part of the list above, limited to West Nile virus CPE, WT yeast gro inh mutant strain and WT yeast gro inh:
smiles | West Nile virus CPE | WT yeast gro inh mutant strain | WT yeast gro inh
Cc1ccc(C(=O)COC(=O)CCC(=O)Nc2ccccc2Cl)cc1[N+](=O)[O-] | -0.3% | 6 | -4
CCN1CCN(c2cc(=O)n(-c3cc(Cl)ccc3C)c(=O)[nH]2)CC1 | -0.3% | -7 | 0
Cc1cccc(CN2C[C@]34CC[C@@H](C[C@@H]3S2(=O)=O)O4)c1 | 0.5% | . | .

# Next part.
SMILES,Autophagy mod,Autophagy mod cell loss 18 h,WT yeast gro inh,WT yeast gro inh mutant strain,West Nile virus CPE,Myeloid diff MLP,Myeloid diff MLP GFP+ MAC1+ %,T cell HTS,T cell HTS vesicle-bound %,Hep lipid drop,Hep lipid drop cells 6.5 µM,b-catenin transl,b-catenin transl cell count 5 µM,Ins promoter up,Ins promoter up cell count,MT stabilize HCS,MT stabilize HCS Hoechst-high %,MT stabilize HCS cytotoxicity %
O=C(/C=C/c1ccc(Cl)c([N+](=O)[O-])c1)c1cccnc1,i,-12,56,43,0.0%,.,.,i,30,16,655,-2.4,1041,-0.37,1514,1.2,0.9,3.0
COCc1[nH]nc2c1C1(CCC3(CC1)OCCO3)C(C#N)=C(N)O2,i,13,9,5,0.7%,i,0.6,i,48,.,.,-6.1,1048,-0.36,1481,2.9,2.0,2.4
CC(Oc1cccc(Cl)c1)C(=O)Nc1ccncc1 (stereo not drawn),i,-3,-15,-3,-0.9%,i,0.6,i,58,-10,599,0.0,949,0.21,1483,2.3,2.0,6.6
O=S(=O)(c1ccc2nc(Cc3ccccc3)[nH]c2c1)N1CCOCC1,i,13,10,-8,0.3%,i,1.8,i,23,-7,741,-4.7,1123,-0.43,881,5.0,2.3,6.7
CCC1(C)Cc2ccccc2-c2c1c(=O)n(Cc1ccccc1)c1nnnn21 (stereo not drawn),i,-6,38,-23,-0.1%,i,0.2,i,40,-10,717,.,.,-1.3,1289,1.9,0.6,39
CCCOC(=O)/C(C)=N\NC(=O)c1ccco1,i,1,-4,7,0.4%,i,1.2,i,19,14,799,.,.,0.09,848,1.1,1.0,3.1
CCOc1ccc(N(CC(=O)NC2CCCC2)C(=O)CCC(=O)Nc2nccs2)cc1,.,.,.,.,-0.3%,i,0.9,i,63,13,817,.,.,.,.,.,.,.
Cc1nc([N+](=O)[O-])c(NCCO)n1Cc1ccccc1,i,21,-1,2,0.4%,i,0.4,i,52,7,711,-0.7,1104,-0.66,1292,1.4,2.3,4.9
COc1ccc(C(=O)Nn2cc3c(c2-c2ccccc2)c(=O)n(C)c(=O)n3C)cc1,i,4,2,-4,0.2%,i,0.8,i,17,10,708,0.2,1000,-0.23,1167,6.6,2.5,7.6
O=C(NCCC1=CCCCC1)C1CCC(CNS(=O)(=O)c2ccccc2)CC1 (stereo not drawn),i,-1,7,-1,-1.2%,i,1.5,i,56,-4,742,2.7,565,-0.24,1250,3.3,2.0,1.7
O=C(COC(=O)c1cc([N+](=O)[O-])ccc1NCc1ccccc1)NCc1ccccc1Cl,i,2,18,3,-0.6%,i,0.1,i,35,7,665,-1.0,993,.,.,2.1,1.8,1.2
O=C1N(c2cccc3ccccc23)C(c2ccccc2)N2CCCN12 (stereo not drawn),i,-8,-2,5,0.5%,i,0.4,i,9,-35,633,-0.1,964,0.27,1331,1.7,1.5,5.2
Cc1ccccc1-c1nnn(CC(=O)Nc2cccc(S(N)(=O)=O)c2)n1,i,-3,-1,2,0.0%,i,0.4,i,34,-2,679,-3.6,1059,0.05,1367,1.0,1.3,8.1
COc1ccc(-c2noc(COc3ccc(Cl)c(C)c3)n2)cc1,.,.,0,-16,-0.3%,i,3.4,i,34,-4,641,-2.2,1145,0.63,1930,5.5,1.3,5.3
CCOC(=O)c1cc(NC(=O)CSCCO)ccc1Cl,i,20,4,6,0.5%,i,0.6,i,47,0,809,-1.6,1235,0.51,1172,3.5,0.9,7.9
CCc1nccn1CCC(=O)N1CCCC(Nc2ccc(F)cc2)C1 (stereo not drawn),.,.,.,.,-0.3%,i,2.2,i,20,-9,719,.,.,.,.,.,.,.
COc1ccc(C(=O)Nc2ccnn2C2CCN(C(=O)C3CCOC3)CC2)cc1 (stereo not drawn),.,.,.,.,-0.1%,i,2.9,i,70,5,891,.,.,.,.,.,.,.
